Compound activity deposited in PubChem BioAssay by National Center for Advancing Translational Sciences (NCATS).
TCR act: Activators of T cell receptors: qHTS campaign | primary human leukocytes, anti-CD3, IL-2 HTRF, 48 h | Potency, µM (series often up to 9.22 µM), for inactives: top-dose activation of IL-2 secretion, most hits filed as activators | 330,000 tested, under 10 active; note: % of control where 0% means no effect
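Using a-CD3 beads without co-stimulation, primary human leukocytes were exposed to compounds for 48 hr. An HTRF IL-2 kit measured the cytokine, with europium-to-d2 energy transfer producing emission at 665nm upon 320nm excitation.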
CXXC DNA block: qHTS Fluorescence Polarization Assay for Inhibitors of MLL CXXC domain - DNA interaction. Histone-lysine N-methyltransferase 2A (Homo sapiens), Q03164. 290,000 compounds, 0.037% hits. Potency, µM (titrated, usually from 115 µM), for the others: top-dose activity change, negative = inhibition, most hits filed as inhibitors. MLL-CXXC / FITC-HOXA9 DNA fluorescence polarization; active = well fitted inhibition curve with a large enough effect in the polarisation, with a control signal flat, not every such curve was filed as active; inconclusive = small, poorly fitted or top-dose-only effect, or effect the other way, or a change in a side signal; inactive = no such curve, though single readings can be large or run the other way; the % refers to the polarisation; note: potency is the fitted concentration of half-maximal effect
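Fluorescence polarization: 7 uM MLL-CXXC (stock) preincubated 5 min with compounds, then 50 nM fluorescein-HOX-A9 DNA (stock) added; 30 min ambient. Buffer 50 mM Tris-HCl pH 7.5, 50 mM NaCl, 1 mM DTT, 0.05% BSA.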
TSHR antag: Antagonists of the Thyroid Stimulating Hormone Receptor: HTS campaign; 330,000 compounds, 0.2% hits; Thyrotropin receptor (Homo sapiens), P16473; activity change, negative = inhibition, % at 11.5 µM; TSHR-expressing cells, TSH-stimulated cAMP HTRF, 2 h; active compounds read low;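 active = activity change below a set negative limit, meaning inhibition stronger than a set level, cut at about -70% in these data; inconclusive = activity change between two set negative limits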; note: % is set by controls: 0 for no effect and ±100 for the full control effect
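Cell-based HTRF cAMP assay; TSHR cells + compound, TSH EC80 (4nM final), 2 h, 37 deg C. Lysis with anti-cAMP cryptate and cAMP-d2, 30 min RT, read 665/620 nm.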
Giardia kill: Small Molecules that selectively kill Giardia lamblia: qHTS; Giardia lamblia trophozoite viability; activity change, % at 7.66 µM, hits read low; 340,000 compounds, 0.15% hits; in the data active = activity change below about -80%; inconclusive = between about -30% and that limit;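 note: parasites exposed to compound for two days anaerobically before the ATP read; % is set by controls: 0 for no effect and ±100 for the full control effect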
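ATP-content bioluminescence gauges trophozoite survival. Cells (100/well) receive compound and incubate anaerobically for 48 hrs at 37 deg C; detection reagent follows for 15-30 min at room temperature.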
Coupling enz: qHTS Assay for Inhibitors of Fructose-1,6-bisphosphate Aldolase from Giardia Lamblia: Coupling assay counterscreen. coupling enzyme system counterscreen, AmpLite Red fluorescence. activity change, negative = inhibition, % at 58.2 µM, hits read low. 290,000 compounds, 0.67% hits. AID 2472, 2010; in the data active = activity change below about -30%; note: % is set by controls: 0 for no effect and ±100 for the full control effect
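Activity here indicates interference with the coupling reaction, not aldolase inhibition. Compounds at 57.5 uM final met coupling enzymes for 10 min at RT; substrate and AmpLite Red detection followed, with a 525/598 nm fluorescence read after 20 min.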
GALK inh: qHTS Assay for Inhibitors of Human Galactokinase (GALK); 270,000 compounds, 0.007% hits; P51570; Purified GALK, Kinase-Glo residual ATP luminescence; Potency, µM (doses to about 57.5 µM), for inactives: at the top dose activity change, negative = inhibition, actives largely listed as inhibitors; note: potency is the fitted concentration of half-maximal effect; % is set by controls: 0 for no effect and ±100 for the full control effect
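5 nM enzyme, 35 uM ATP, 100 uM galactose, 20 mM HEPES pH8.0, 5 mM MgCl2; 1 h RT; residual ATP by Kinase-Glo Plus luminescence, qHTS format.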
Tb PFK inh: qHTS Assay to Find Inhibitors of T. brucei phosphofructokinase. 330,000 compounds, 0.17% hits. Potency, µM (highest dose often 57.5 µM), inactives show at the top dose activity, negative = inhibition, hits mostly inhibitors. ATP-dependent 6-phosphofructokinase (Trypanosoma brucei brucei), O15648. T. brucei PFK, ADP-Glo luminescence. AID 485367, 2010;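 note: potency is the fitted concentration of half-maximal effect; 0% = uninhibited 1x PFK enzyme wells and -100% = no-enzyme wells; nearly all actives have a fitted effect of over 60% in size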
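ADP-Glo luminescence quantified ADP after 45 min at room temperature, with 1.25 nM T. brucei PFK, 0.1 mM ATP and 0.5 mM fructose-6-phosphate in pH 8.0 TEA buffer. qHTS titrations up to 57 µM; curves classified by quality.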
hERG WT inh: qHTS for Inhibitors of KCHN2 3.1: Wildtype qHTS | Voltage-gated inwardly rectifying potassium channel KCNH2 (Homo sapiens), Q12809 | U2OS, BacMam KCNH2, thallium flux FluxOr; active compounds read low | activity change, % at 1.84 µM | 340,000 compounds, 0.37% hits | AID 720551, 2013;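 active = maximum activity change below -70%; inconclusive = maximum activity change between -70% and -50%; inactive = maximum activity change above -50%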; note: % is set by controls: 0 for no effect and ±100 for the full control effect
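U2OS cells transduced with wild-type KCNH2 virus are loaded with FluxOr dye for 45 min, and thallium flux is measured in kinetic reads before and after stimulation buffer. Rate constants are normalized to DMSO controls.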
A-T KAP1 phos: qHTS Assay for Identifying a Potential Treatment of Ataxia-Telangiectasia | 320,000 compounds, 0.19% hits | Potency, µM (titrated, usually from 57.5 µM), without a hit: at the top dose activation, usual class: activators | […] A-T fibroblasts, KAP-1 phosphorylation AlphaLISA; neocarzinostatin DNA damage 30 min before lysis; note: potency is the fitted concentration of half-maximal effect; % of control where 0% means no effect; nearly all actives have a fitted effect of over 45% in size
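hTERT-immortalized A-T patient fibroblasts ([…]), 500 cells/well in OPTI-MEM, 1% FBS, got compounds for 60 min, then NCS for 30 min at 37C. Lysates were then assayed for phospho-KAP-1 by AlphaLISA (anti-pKAP1 donor, anti-KAP1 acceptor beads), 6 hr at 25C.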
BCR signal inh: qHTS Assay to Find Inhibitors of Chronic Active B-Cell Receptor Signaling; ABC-DLBCL IkBa-CBG/CBR reporter, luminescence ratio, 4 h; Potency, µM (titrated, usually from 46.1 µM), for inactives: at the top dose ratio change, negative = lower green/red ratio, actives largely listed as inhibitors; 340,000 compounds, 0.05% hits; AID 493014, 2011; active = well fitted inhibition curve with a large enough effect in the signal ratio, with a control signal flat, not every such curve was filed as active; inconclusive = small, poorly fitted or top-dose-only effect, or effect the other way, or a change in a side signal; the % refers to the signal ratio;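 note: potency is the fitted concentration of half-maximal effect; plate controls were basal doxycycline-induced cells for no effect and cells given 10 µM MG132 for full effect; MG132 reads +100%, hits lower the ratio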
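TMD8 ABC-DLBCL cells carrying doxycycline-inducible green luciferase fused to IkappaBalpha plus unfused red luciferase were exposed to compounds (up to 46 uM) for 4 hrs at 37C. Activity came from the overlap-corrected green/red luminescence ratio.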
* marks the source's active call; other numbers are inactive results; & = joins results of further samples; [ ] = another dose, or the depositor's remark. Unless noted, calls come from the whole dose curve; as a rule, active = well fitted curve in the direction sought with a large enough effect; inconclusive = small, poorly fitted or top-dose-only effect, or another doubt; inactive = no such curve, though single readings can be large; an effect the other way counts as inactive or inconclusive.

Cc1ccc2cccc(OCCCOc3ccccc3CO)c2n1 was read as TCR act 2%, CXXC DNA block -10%, TSHR antag 43, Giardia kill 9, Coupling enz -3, GALK inh -8%, Tb PFK inh 5%, hERG WT inh 10, A-T KAP1 phos -1% and BCR signal inh 0%.
For Nc1cccc(S(=O)(=O)Nc2ccccc2)c1 the results were TCR act 10%, CXXC DNA block -2%, TSHR antag -6, Giardia kill 1, Coupling enz -7, GALK inh -2%, Tb PFK inh 4%, hERG WT inh -4, A-T KAP1 phos 7% and BCR signal inh -6%.
For Cc1onc(-c2ccccc2)c1C(=O)NC(C)C1CCCO1 (configuration not stated) the results were TCR act 6%, CXXC DNA block 2%, TSHR antag -4, Giardia kill -12, Coupling enz 3, GALK inh -1%, Tb PFK inh 3%, hERG WT inh 33, A-T KAP1 phos -5% and BCR signal inh 16%.
`O=c1[nH]n2c(C(F)(F)F)cc(C3CC3)nc2c1N=Nc1ccccc1` gave TCR act -6%, CXXC DNA block 13%, TSHR antag -14, Giardia kill -27, Coupling enz 3, GALK inh -2%, Tb PFK inh -4%, hERG WT inh -6, A-T KAP1 phos 1% and BCR signal inh 16%.
For CC(C)CNc1nnnc2c1sc1nc(N3CCOCC3)c3c(c12)CCCC3 the results were TCR act 4%, CXXC DNA block -1%, TSHR antag -3, Giardia kill 15, Coupling enz 2, GALK inh -2%, Tb PFK inh 1%, hERG WT inh -9, A-T KAP1 phos 1% and BCR signal inh 1%.
CC1CCCC(C)N1CC(O)COC1CCC(C(C)(C)C)CC1 (configuration not stated) was read as TCR act 3%, CXXC DNA block 6%, TSHR antag 20, Giardia kill 22, Coupling enz 1, GALK inh 3%, Tb PFK inh 1%, hERG WT inh -7, A-T KAP1 phos 0% and BCR signal inh inconclusive.
CCn1c(SCC(=O)N/N=C/c2cc(OC)c(OC)c(OC)c2)nc2ccccc21 was read as TCR act -1%[46.1 µM], CXXC DNA block 7%, TSHR antag -12, Giardia kill 4, Coupling enz 5, GALK inh -2%, Tb PFK inh 0%, hERG WT inh -10, A-T KAP1 phos -10% and BCR signal inh -5%.
For CC1=NN(C(=O)c2ccccc2Br)C(O)(c2cccnc2)C1 (configuration not stated) the results were TCR act -2%, CXXC DNA block -8%, TSHR antag 3, Giardia kill 1, Coupling enz 0, GALK inh 2%, Tb PFK inh 0%, hERG WT inh -9, A-T KAP1 phos -4% and BCR signal inh inconclusive.
Screening O=C(O)Cc1cc(I)c(Oc2ccc(O)c(I)c2)c(I)c1 returned CXXC DNA block 1%, TSHR antag -24, Coupling enz 12&-1, Tb PFK inh -5%, A-T KAP1 phos -11% and BCR signal inh inconclusive.
For N#Cc1cccc(NC(=O)c2ccc(S(=O)(=O)N3CCOCC3)cc2)c1 the results were TSHR antag 5, Giardia kill 1, Tb PFK inh 6%, hERG WT inh 4, A-T KAP1 phos 15% and BCR signal inh 5%.
Screening CC(=O)N1[C@H](C)C=C[C@]1(Cc1ccccc1)C(=O)O returned TCR act -5%, CXXC DNA block 8%, TSHR antag 2, Giardia kill 5, Coupling enz 2&1, Tb PFK inh -1%, hERG WT inh 0, A-T KAP1 phos 6% and BCR signal inh 2%.
O=C1c2ccccc2C(=O)c2c([N+](=O)[O-])ccc(O)c21 was read as TCR act 5%, CXXC DNA block -18%, TSHR antag 5, Giardia kill inconclusive, Coupling enz -20, GALK inh -2%, Tb PFK inh inconclusive, hERG WT inh 5, A-T KAP1 phos -12% and BCR signal inh 21%.
COCC(C)NC(=O)Cc1ccc(Cl)cc1 (configuration not stated) was read as TCR act 3%, CXXC DNA block 2%, TSHR antag 5, Giardia kill -14, Coupling enz 0, GALK inh 1%, Tb PFK inh 1%, hERG WT inh 1, A-T KAP1 phos 3% and BCR signal inh -4%.
Cn1cc(/C(Cc2ccccc2)=N\O)c2ccccc21 was read as TCR act -6%, CXXC DNA block 2%, TSHR antag 1, Giardia kill 7, Coupling enz -1, GALK inh 1%, Tb PFK inh 1%, hERG WT inh 4, A-T KAP1 phos 6% and BCR signal inh inconclusive.
For CC(Sc1ccccc1)C(=O)N(CCC#N)Cc1cccnc1 (configuration not stated) the results were TCR act -10%, CXXC DNA block 2%, TSHR antag -4, Giardia kill 2, Coupling enz 0, GALK inh 0%, Tb PFK inh 0%, hERG WT inh -6, A-T KAP1 phos 0% and BCR signal inh -12%.
O=C(/C=C/c1ccccc1)c1ccccc1O was read as TCR act -3%, CXXC DNA block 24%, TSHR antag -8, Giardia kill -5, Coupling enz 2&2, Tb PFK inh -1%, hERG WT inh 5, A-T KAP1 phos 8% and BCR signal inh -4%.
Cc1cc(C(F)F)n2ncc(C(=O)NCCc3ccccc3Cl)c2n1 was read as TCR act -2%, CXXC DNA block 3%, TSHR antag 0, Giardia kill 19, Coupling enz 1, GALK inh 1%, Tb PFK inh 3%, hERG WT inh -12, A-T KAP1 phos -6% and BCR signal inh inconclusive.
`Cc1ccc(S(=O)(=O)N2[C@@H](c3ccc(Cl)cc3)C(C(=O)O)=CC[C@H]2c2cccs2)cc1` gave TCR act -2%, TSHR antag 2, Giardia kill inconclusive, Tb PFK inh -25%, hERG WT inh -3, A-T KAP1 phos 12% and BCR signal inh 1%.
`COc1ccc(CN(C(=O)c2snc(C(N)=O)c2N)C(C(=O)NC2CCCC2)c2cc(OC)ccc2OC)cc1` (configuration not stated) gave TCR act -4%, CXXC DNA block 1%, TSHR antag 23, Giardia kill 18, Coupling enz -1, GALK inh 7%, Tb PFK inh -16%, hERG WT inh -1, A-T KAP1 phos 5% and BCR signal inh 1%.
CC(C)(C)C(=O)c1sc(Nc2ccccc2)nc1N was read as TCR act -11%, CXXC DNA block 4%, TSHR antag -4, Giardia kill 3, Coupling enz 0, GALK inh 1%, Tb PFK inh 0%, hERG WT inh -14, A-T KAP1 phos -2% and BCR signal inh inconclusive.
Screening CC(=O)c1sc(NC(=O)CCN2C(=O)C3CC=CCC3C2=O)nc1-c1ccccc1 (configuration not stated) returned TCR act -10%, TSHR antag -18, Giardia kill 6, Tb PFK inh 0%, hERG WT inh -7, A-T KAP1 phos 1% and BCR signal inh inconclusive.
Screening O=C(Cc1ccccc1Cl)NCCCn1ccnc1 returned TCR act -2%[46.1 µM], CXXC DNA block 4%, TSHR antag 6, Giardia kill -4, Coupling enz -2, GALK inh 1%, Tb PFK inh 0%, hERG WT inh 8, A-T KAP1 phos 4% and BCR signal inh -1%.
Screening O=C1CSC(=Nc2cc(Cl)ccc2Cl)N1 returned TCR act -3%, CXXC DNA block -4%, TSHR antag 5, Giardia kill -16, Coupling enz 3, GALK inh -1%, Tb PFK inh -3%, hERG WT inh 6, A-T KAP1 phos -2% and BCR signal inh 1%.
For COc1ccc(CNC(=O)c2cnccn2)cc1 the results were CXXC DNA block -1%, TSHR antag 30, Giardia kill 7, Coupling enz 3, GALK inh -1%, Tb PFK inh -2%, hERG WT inh 6, A-T KAP1 phos 11% and BCR signal inh -6%.
C[C@]12C(=O)N(c3ccc(F)cc3)C(=O)N1[C@H]1c3ccccc3OC[C@@H]1[C@H]2c1ccccc1 was read as TCR act 2%, TSHR antag -18, Giardia kill -6, Tb PFK inh 9%, hERG WT inh 1, A-T KAP1 phos -3% and BCR signal inh inconclusive.
For CCOc1ccc(C(=O)OCC(=O)NCCCc2ccccc2)cc1 the results were TCR act 2%, CXXC DNA block inconclusive, TSHR antag 7, Giardia kill -3, Coupling enz 5, GALK inh 4%, Tb PFK inh -4%, hERG WT inh -12, A-T KAP1 phos 27% and BCR signal inh 0%.
For COc1ccc(NC(=O)CN2CCc3ccccc3C2)c(OC)c1 the results were TCR act -3%, CXXC DNA block -2%, TSHR antag -5, Giardia kill 13, Coupling enz 2, GALK inh 0%, Tb PFK inh -7%, hERG WT inh -247*, A-T KAP1 phos -8% and BCR signal inh -3%.
